NFkB transloc inh = blocks IL-1B driven NFkB nuclear translocation in HUVEC cells; HUVEC IL-1B NFkB p65 nuclear translocation imaging; inhibition, % at 2 µM; actives 0.43% (n = 94,000); AID 796;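 active = inhibition above about 30% together with a positive call from visual inspection of the well image, limit read from the data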;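 also: nuclear over cytoplasmic p65 intensity ratio measured by imaging; 0% = IL-1B stimulated DMSO wells and 100% = unstimulated DMSO wells; values of inactives mirror those of a sister screen read the other way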
PLAP inhibitors HTS = inhibition of human placental alkaline phosphatase – biochemical, luminescence, HTS (AID 690) | one-dose inhibition, % at 20 µM; IC50 in µM for titrated hits | actives 0.08% (n = 96,000) | purified PLAP, luminescent substrate; higher % means a stronger effect; in the data active = a potency from the dose series; inactive = the rest, 99 in 100 with inhibition below about 30%; also: strong numbers were not always called active
MRP reversal = MRP-mediated drug resistance reversal; H69AR cells + 2 uM doxorubicin, CellTiter-Glo, 72 h; differential viability (reversal), % at 10 µM; actives 0.04% (n = 85,000); AID 602;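 active = viability drop by adding the cancer drug above about 55%, with treated viability meeting a 40% cutoff, limit read from the data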;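 also: viability without doxorubicin minus viability with 2 µM doxorubicin for each compound; larger differential means the compound sensitizes cells more to doxorubicin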
Bcl-B TR3 displacers = displacers of TR3 peptide from Bcl-B, primary screen, selectivity assay for Bfl-1 inhibitor project, biochemical, fluorescence polarization. FP displacement of FITC-TR3 peptide from Bcl-B; higher % means a stronger effect. displacement, % at 20 µM, or IC50 in µM where a hit was titrated. actives 0.11% (n = 96,000). AID 748;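 active = displacement above 50% at 20 µM plus a fluorescence interference ratio under 1.5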;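 also: plate controls were wells without compound for no effect and wells lacking Bcl-B protein for full effect; a part of the inactive calls stands beside numbers as strong as those of hits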
IL1B NFkB pot = enhances IL-1B driven NFkB nuclear translocation | HUVEC IL-1B NFkB p65 nuclear translocation imaging | activation, % at 2 µM | actives 0.3% (n = 94,000);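 active = activation above 40%, about the mean plus 3 SD, also judged a hit on visual image review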;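 also: percent activation is computed from the nuclear over cytoplasmic p65 intensity ratio; values of inactives mirror those of a sister screen read the other way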
MRP reversal cytotoxicity = further read-out of MRP reversal, marked with its call; viability, %; H69AR cells, CellTiter-Glo, 72 h; measured here: cytotoxicity without doxorubicin
MRP reversal with doxorubicin = further read-out of MRP reversal, marked with its call; viability, %; measured here: viability with 2 uM doxorubicin; stronger effect = lower value
NFkB transloc inh cell count 2 µM = further read-out of NFkB transloc inh, marked with its call; cell count; measured here: cells passing quality filter;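 raw number of nuclei counted in each imaged well without normalization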
IL1B NFkB pot cell count 2 µM = also measured in IL1B NFkB pot; calls as there; cell count; measured here: cells passing quality filter
* = called active by the depositor; · = no result given. Some of the compounds tested. The share of hits here may be higher or lower than overall.

SMILES	NFkB transloc inh	NFkB transloc inh cell count 2 µM	PLAP inhibitors HTS	MRP reversal	MRP reversal cytotoxicity	MRP reversal with doxorubicin	Bcl-B TR3 displacers	IL1B NFkB pot	IL1B NFkB pot cell count 2 µM
CCOC(=O)Nc1ccc2c(c1)N(C(=O)CCN1CCOCC1)c1ccccc1S2	-19	143	-50%	·	·	·	-1%	19	143
COc1cc(C(=O)NCCCCCC(=O)O)cc(OC)c1OC	1	182	11%	12	103	91	-14%	-1	182
COc1ccc(Sc2ccc(NC(=O)c3ccccc3Cl)cc2C#N)cc1	-1	100	11%	·	·	·	-3%	1	100
COc1cc(NC(=O)c2cc(C3CC3)on2)c(OC)cc1Cl	10	182	3%	-11	72	83	24%	-10	182

Not a retest: an excerpt of the list.
SMILES	NFkB transloc inh	NFkB transloc inh cell count 2 µM	PLAP inhibitors HTS	MRP reversal	MRP reversal cytotoxicity	MRP reversal with doxorubicin	Bcl-B TR3 displacers	IL1B NFkB pot	IL1B NFkB pot cell count 2 µM
COc1ccc(Sc2ccc(NC(=O)c3ccccc3Cl)cc2C#N)cc1	-1	100	11%	·	·	·	-3%	1	100
COc1cc(NC(=O)c2cc(C3CC3)on2)c(OC)cc1Cl	10	182	3%	-11	72	83	24%	-10	182

Three compounds already listed, arranged by their value in PLAP inhibitors HTS, descending.
| mol | PLAP inhibitors HTS |
| --- | --- |
| COc1cc(C(=O)NCCCCCC(=O)O)cc(OC)c1OC | 11% |
| COc1cc(NC(=O)c2cc(C3CC3)on2)c(OC)cc1Cl | 3% |
| CCOC(=O)Nc1ccc2c(c1)N(C(=O)CCN1CCOCC1)c1ccccc1S2 | -50% |

Full records, looked up by structure. Order of values: NFkB transloc inh	NFkB transloc inh cell count 2 µM	PLAP inhibitors HTS	MRP reversal	MRP reversal cytotoxicity	MRP reversal with doxorubicin	Bcl-B TR3 displacers	IL1B NFkB pot	IL1B NFkB pot cell count 2 µM
COc1cc(C(=O)NCCCCCC(=O)O)cc(OC)c1OC in the list: 1	182	11%	12	103	91	-14%	-1	182
CCOC(=O)Nc1ccc2c(c1)N(C(=O)CCN1CCOCC1)c1ccccc1S2 in the list: -19	143	-50%	·	·	·	-1%	19	143
